# From PubChem
# CHO-K1 Ca PAM – nonselective calcium activators in parental CHO-K1 cells, primary screen, counter-screen for M1 PAM project, cell-based, Fluo-8 calcium fluorescence, full deck, 1536-well | hit rate 0.02% among 360,000 | activation, % at 3 µM | ATP EC20; 0% at ATP EC20, 100% at ATP max;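 active means activation above the run cutoff, the mean activation of all test compounds plus 3 SD, cut at about 40% in these data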;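 further: peak over basal fluorescence ratio in a 140 s read after ATP addition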
# M1 ag parental – counter-screen for M1 agonists: effect in parental CHO-K1 cells. Fluo-8 calcium fluorescence; scaled to maximal ATP response, vehicle zero. hit rate 0.48% among 360,000. activation, % at 3 µM; in the data active means activation above about 15%;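 further: untransfected CHO-K1 host cells lacking M1 receptor as counterscreen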
# CHO-K1 Ca antag – counter-screen for M1 antagonists: effect in parental CHO-K1 cells; ATP-induced calcium, Fluo-8 fluorescence; inhibition, % at 3 µM; hit rate 0.6% among 360,000; AID 602250;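 active means inhibition above a per-plate cutoff, the plate's mean sample inhibition plus 3 SD, cut at about 24% in these data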;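 further: 0% = DMSO plus EC80 ATP and 100% = DMSO alone without ATP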
# CHO parental Ca – ATP-evoked calcium signal inhibitors, parental CHO, primary screen, counter-screen for OX1R antagonist project, cell-based, fluorescence, Fluo-8 calcium dye. parental CHO-K1, ATP-induced calcium, Fluo-8 fluorescence. inhibition, % at 5.6 µM. hit rate 0.63% among 330,000;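 active means inhibition above that plate's mean sample inhibition plus 3 SD, cut at about 26% in these data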;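 further: 0% = ATP-challenged DMSO wells and 100% = DMSO wells without ATP; some compounds past the cut are filed as inactive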
#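 Material: parental CHO cells / Compound: single nominal dose of 5.6 µM per compound / Signal: Fluo-8 fluorescence / Replicates: singlicate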
# M1 ag – human M1 muscarinic receptor agonists, primary screen, Fluo-8 calcium fluorescence, CHO-K1 cells, HTS. Muscarinic acetylcholine receptor M1 (Homo sapiens), P11229. CHO-K1 hM1, agonist mode; 0% DMSO, 100% acetylcholine EC100. activation, % at 3 µM. hit rate 0.33% among 360,000. AID 588814, 2011;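 active means activation above the run's mean compound activation plus 3 SD, cut at about 16% in these data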;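 further: peak over basal fluorescence ratio within a 140 s kinetic read after compound addition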
# Target sequence (P11229 whole entry, looked up): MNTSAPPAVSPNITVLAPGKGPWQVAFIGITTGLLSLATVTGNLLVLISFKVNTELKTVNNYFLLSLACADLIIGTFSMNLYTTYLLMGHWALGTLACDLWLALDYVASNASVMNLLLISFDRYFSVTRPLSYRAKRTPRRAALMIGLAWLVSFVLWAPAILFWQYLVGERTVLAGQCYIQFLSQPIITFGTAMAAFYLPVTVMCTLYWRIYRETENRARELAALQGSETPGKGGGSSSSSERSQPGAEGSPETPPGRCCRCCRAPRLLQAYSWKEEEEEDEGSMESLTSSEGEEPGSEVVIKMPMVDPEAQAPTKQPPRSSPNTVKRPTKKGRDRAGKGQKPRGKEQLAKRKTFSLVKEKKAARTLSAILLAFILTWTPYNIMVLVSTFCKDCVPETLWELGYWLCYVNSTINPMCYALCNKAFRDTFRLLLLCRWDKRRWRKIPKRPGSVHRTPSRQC
# M1 PAM – human M1 muscarinic receptor positive allosteric modulators, primary screen, CHO-K1 cells, Fluo-8 calcium fluorescence, 1536-well. Muscarinic acetylcholine receptor M1 (Homo sapiens), P11229. CHO-K1 hM1, ACh EC20; 0% = ACh EC20, 100% = maximal ACh. activation, % at 3 µM. hit rate 0.088% among 360,000. AID 588819, 2011; in the data active means activation above about 19%, passing the limit was not always enough
# TAAR1 agonist – human TAAR1 agonists, primary screen, Fluo-8 calcium fluorescence, CHO RD-HGA16 cells. vehicle wells 0%, saturating PEA agonist 100%. activation, % at 3 µM. hit rate 0.99% among 360,000. AID 624467, 2012;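 active means activation above the mean activation of all test compounds in the run plus 3 SD, cut at about 38% in these data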
# Target sequence (Q96RJ0 whole entry, looked up): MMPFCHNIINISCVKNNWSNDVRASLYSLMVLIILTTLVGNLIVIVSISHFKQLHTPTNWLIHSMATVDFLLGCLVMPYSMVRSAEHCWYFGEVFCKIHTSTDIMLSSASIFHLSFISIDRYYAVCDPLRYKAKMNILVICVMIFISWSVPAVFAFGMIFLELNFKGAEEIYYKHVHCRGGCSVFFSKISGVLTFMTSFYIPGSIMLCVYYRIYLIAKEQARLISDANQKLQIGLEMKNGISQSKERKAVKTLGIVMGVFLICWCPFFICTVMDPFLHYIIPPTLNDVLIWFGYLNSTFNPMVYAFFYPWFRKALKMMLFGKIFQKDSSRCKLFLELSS
#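 System: CHO-derived RD-HGA16 cells with stable Gα16 and human TAAR1 / Times: 17-24 h plating, Fluo-8 75 min 37 °C, 30 min RT / Technique: calcium-sensitive Fluo-8 signal, excitation 470-495, emission 515-575 nm / Measure: % activation relative to PEA EC100 response / Benchmarks: DMSO and PEA EC100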
# TAAR1 antagonist – human TAAR1 antagonists, primary screen, Fluo-8 calcium fluorescence, CHO RD-HGA16 cells; Trace amine-associated receptor 1 (Homo sapiens), Q96RJ0; AID 624466, 2012; inhibition, % at 3 µM; antagonist; hit rate 1.5% among 360,000;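 active means inhibition above a per-plate cutoff, the mean inhibition of test compounds on that plate plus 3 SD, cut at about 49% in these data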;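 further: 0% = DMSO plus EC80 beta-PEA response and 100% = DMSO alone without agonist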
#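 Assay system: RD-HGA16 CHO cells with stable hTAAR1 and Gα16 / Reagent: EC80 β-phenethylamine stimulus / Doses: 3 µM, single point / Timing: dye loading 75 min at 37 °C, then 30 min room temperature / Measured by: Fluo-8 intracellular calcium dye fluorescence, real-time kinetic reads / Controls: vehicle wells and EC80 agonist wells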
# CHRM1 antagonist – human M1 muscarinic receptor antagonists, primary screen, CHO-K1 cells, Fluo-8 calcium fluorescence, 1536-well; Muscarinic acetylcholine receptor M1 (Homo sapiens), P11229; CHO-K1 hM1, ACh EC80 antagonist; inhibition, % at 3 µM; hit rate 1.3% among 360,000; AID 588852, 2011;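 active means percent inhibition above its own plate's cutoff, namely the mean of that plate's compound wells plus 3 SD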;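 further: peak over basal fluorescence ratio during 140 s after agonist addition; 0% = ACh EC80 plus DMSO and 100% = DMSO alone without agonist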
# * marks the source's active call; other numbers are inactive results; nt = no result given. Not a hit list; about 4.4% have a hit in one of these screens.
SMILES,CHO-K1 Ca PAM,TAAR1 agonist,CHO-K1 Ca antag,TAAR1 antagonist,CHO parental Ca,M1 ag,M1 ag parental,M1 PAM,CHRM1 antagonist
COc1ccc(CN2CCNC(=O)C2CC(=O)NC2CCOCC2)cc1C (stereo not given),-3,6,-1,-24,nt,0,0.6,10,-6
Cc1cc(S(=O)(=O)NCC(C)C)ccc1OCC(=O)NCC1CCCO1 (stereo not given),6,2,-6,-10,-3,-6,0.7,2,-3
Nc1ccc(-c2n[nH]c(=O)c3ccccc23)cc1N,-7,2,12,9,-16,-2,0.0,5,-4
CC(C)C[C@H]1CNC(=O)C(=O)N1C[C@H](C)NC(=O)Cc1ccccc1,19,2,-14,2,-7,-4,0.9,10,-3
CCc1ccc2oc(C(=O)N3CCN(c4ccccc4OC)CC3)cc(=O)c2c1,7,2,-10,-8,-22,-3,7.0,11,-16
COc1ccc(S(=O)(=O)N2CCOC2CNC(=O)C(=O)NCCCN(C)C)cc1C (stereo not given),11,-1,-2,-13,-15,-6,3.1,7,-10
Cc1cc(N2CCN(c3cccc(C)c3C)CC2)nc(-c2ccccc2)n1,17,2,-12,-20,-34,3,0.5,4,-30
COc1ccc(/C=C/C(=O)NCC(=O)N/N=C(/C)c2ccc(Cl)cc2)cc1,11,0,-21,-14,-16,-2,0.5,5,-11
Cc1nc2ccccc2n1CCN1CCOCC1,10,8,5,1,-5,-3,0.8,9,-5
CCOCCCNC(=O)c1ccc2c(c1)N=C(CC)c1cc(Br)ccc1S2,4,3,-13,-12,-28,-3,1.7,5,-13
Cc1ccc(N(CC(O)CN2C(=O)NC(C)(C)C2=O)S(=O)(=O)c2ccc([N+](=O)[O-])cc2)cc1 (stereo not given),1,2,-4,-20,-12,-1,5.1,0,0
COc1ccc(C2/C=C\CN(C(=O)OCc3ccccc3)CC(=O)N2Cc2ccc(F)cc2)cc1 (stereo not given),24,11,-17,9,-26,-3,-0.4,4,0
COc1cccc(C(=O)OCCNC(=O)c2cccnc2)c1,16,0,-14,-2,-14,0,1.1,-1,4
CCNC(=O)C1(C)CCN(C(=O)c2cccs2)C1 (stereo not given),-1,nt,2,nt,nt,-1,0.2,6,-14
COc1ccc(C(C(=O)NC2CCCCC2)N(C(=O)CCCC(=O)Nc2ccccn2)c2ccc3c(c2)OCCO3)cc1 (stereo not given),31,3,-12,-9,-34,-4,0.4,5,-7
Cc1nnc2n(C3CCCCC3)c(=O)c3c4c(sc3n12)COC(C)(C)C4,0,-4,-4,-45,-28,-4,-0.5,2,-6
O=C(Nc1cc(Cl)ccc1N1CCOCC1)c1ccncc1,18,0,-10,-17,-3,-3,1.8,10,-4
O=C(CCCN1C(=O)c2cccc3cccc(c23)C1=O)Nc1nccs1,18,1,-11,-20,-3,-1,0.9,15,-15
COc1ccc(Cl)c2sc(N(Cc3cccnc3)C(C)=O)nc12,-14,-1,-8,5,-8,-4,0.3,1,-6
CCn1c(C)c(C)c2cc(C(=O)N3CCN(c4cccc(C)c4C)CC3)ccc21,-14,-3,-19,-52,-27,-5,-0.5,2,-7
CCN(C(=O)C1CCN(S(=O)(=O)c2ccc3c(c2)oc(=O)n3C)CC1)c1cccc(C)c1,4,1,-5,15,14,0,-0.1,6,-6
Cn1c(-c2ccc(C(F)(F)F)cc2)cc2onc(-c3ccccc3)c2c1=O,8,-1,-3,5,-8,-4,1.2,0,2
O=C(COC(=O)[C@H](Cc1ccccc1)NC(=O)c1ccco1)Nc1ccccc1OC(F)F,7,12,-12,0,-11,-1,1.3,15,-11
COc1ccc(-c2nsc3c(N4CCCC4)ncnc23)cc1,2,2,-8,10,-10,1,-0.3,12,-2
Cc1cc(N/N=C/c2ccccc2Br)nc2ccccc12,9,0,-14,-8,-38,-9,-0.5,-15,3
S=c1[nH]ncn1-c1ccccn1,21,12,-11,-18,0,-3,0.0,9,-9
O=C(NNC(=O)C1COc2ccccc2O1)c1ccccc1O (stereo not given),1,1,-1,-5,nt,0,0.9,10,-10
CN(C)CCCNc1nc2cc(-c3ccc(C(=O)N4CCN(C)CC4)cc3)sc2c(=O)n1C,-1,0,7,18,nt,-3,-0.1,13,-9
Cc1ccc(NC(=O)C/C(N)=N/OC(=O)Nc2cccc(C)c2)cc1,2,1,-11,-21,-4,-4,-0.2,3,-2
Cc1ccc(CNC(=O)c2ccc(CN3CCOCC3)cc2)cc1,9,1,-3,0,-7,-3,0.3,0,4
C=CCn1c(SCc2ccccc2)nnc1-c1cccnc1,8,1,-11,7,-1,-5,0.3,2,-3
O=C(O/N=C1/CCCc2occc21)c1ccccc1,17,2,-14,12,-12,-5,-0.6,5,1
COc1ccc(C2Nc3ccccc3C(=O)N2NS(C)(=O)=O)cc1OC (stereo not given),10,10,-5,11,-6,-3,0.5,-3,4
CCc1nnc(NC(=O)CCC(=O)NC2CCCCCC2)s1,13,3,-13,-10,-17,-2,1.2,4,-3
CC(C)CCNc1c(-c2cccs2)nc2ccccn12,-9,9,12,21,-12,-7,0.1,-1,8
C=CCOc1ccc(-c2nc3c(c(=O)[nH]c(=O)n3Cc3ccccc3)n2CCCOC)cc1,11,5,-25,-12,-6,-3,0.1,4,-7
CN1CCN(C(=O)/C(=C/c2ccccc2F)NC(=O)c2ccccc2)CC1,5,7,8,-9,-15,0,0.4,13,-12
CCOC(=O)c1c(C(=O)OCC)c(C)n(CCc2ccccc2)c1C,14,0,-7,-2,-25,-4,0.5,6,-6
Cc1cc(C)c(NC(=O)CNC(=O)COC(=O)C2CCN(c3ccc(C(F)(F)F)cn3)CC2)c(C)c1,-6,4,-6,-25,-23,-3,0.5,0,-1
COc1ccc(-c2c(S(=O)(=O)c3ccccc3)cnn2-c2ccccc2)cc1,3,4,13,25,7,-6,1.4,-5,-1
Cc1ccc2c(c1)/C(=N/N1C(=O)c3ccccc3C1=O)C(=O)N2,19,2,-12,2,-1,-6,0.3,10,-7
CC1(C(=O)OCC(=O)NCCNC(=O)COC(=O)C2(C)CC2(Cl)Cl)CC1(Cl)Cl (stereo not given),12,7,18,-1,-15,0,1.6,1,0
O=C1CC[C@H](OCc2ccccc2)CCN1[C@H](CSc1ccccc1)Cc1ccccc1,-8,18,0,31,-10,-4,-0.2,-2,8
CCOC(=O)C1CCN(C(=O)CCCN2C(=O)c3ccccc3C2=O)CC1,23,16,-15,-4,-15,-2,0.8,11,-15
C=CC[C@H](CC(=O)NCCO)C(=O)N[C@H](COC(=O)[C@@H](CC=C)CC(=O)OC(C)(C)C)Cc1ccccc1,-16,7,-5,27,-9,-2,0.2,0,7
CC1(C)Cc2nc(Cl)c(C(=O)O)cc2CO1,20,4,-3,7,-6,-8,5.6,10,-3
COc1ccc(S(=O)(=O)N2CCCCC2)cc1NC(=O)CCOc1cc(C)ccc1C,14,3,-18,-21,1,-4,0.3,-1,-3
COc1ccc(-c2nn(-c3ccccc3)cc2C(=O)N(C)C)cc1,1,-1,0,-6,-29,-7,0.4,-2,-4
CCCCn1c(N)c(N(Cc2ccccc2OC)C(=O)C(C)C)c(=O)[nH]c1=O,-9,1,-6,-30,-5,-1,0.8,7,-8
COc1ccccc1NC(=O)COC(=O)Cn1c(C)csc1=O,11,1,-10,-8,nt,0,0.6,14,-13
Cc1cc(Cl)ccc1OCC(=O)Nc1ccncc1,-17,10,23,5,49*,4,10,-8,26
O=C(COc1ccc(Br)cc1Br)NC1CCS(=O)(=O)C1 (stereo not given),-14,1,-1,-12,0,-2,1.0,-1,-3
Cc1cccc(Cc2cccc(C)c2O)c1O,-5,-1,2,5,nt,-7,0.0,-5,4
COc1ccc(CNC(=O)C(=O)NCCC2CCCCN2S(=O)(=O)c2ccccc2)cc1 (stereo not given),9,-2,-6,4,-34,-3,2.7,1,-3
CCCc1cc(=O)oc2c(CNc3ccc(OCC)cc3)c(O)ccc12,-5,0,8,3,-18,-5,0.6,-3,3
Cc1ccc(-c2cc(C(=O)Nc3ccc(S(=O)(=O)Nc4ncccn4)cc3)c3ccccc3n2)cc1,10,0,-7,-10,-9,-5,-0.3,10,-17

# (continued)
SMILES,CHO-K1 Ca PAM,TAAR1 agonist,CHO-K1 Ca antag,TAAR1 antagonist,CHO parental Ca,M1 ag,M1 ag parental,M1 PAM,CHRM1 antagonist
COc1ccc(C(=O)c2c[nH]c(C(=O)NCc3cccnc3)c2)cc1,-5,16,3,1,-17,-3,0.7,-4,4
CCNC(=O)C(=O)NCC1OCCCN1S(=O)(=O)c1cccs1 (stereo not given),23,1,-2,-15,-3,-6,1.2,15,-8
Cc1oc2c(c1C(=O)NC(Cc1c[nH]c3ccccc13)C(=O)O)CCCC2 (stereo not given),17,0,-2,-21,-15,-4,0.7,12,-8
COc1ccc(OCC(=O)N2CCN(C(=O)COc3ccccc3)CC2)cc1,14,6,-5,6,-6,-1,0.2,5,-19
CC(C)c1cccc(C(C)C)c1NC(=O)CCN1C(=O)NC2(CCCC2)C1=O,5,13,-6,2,-10,-3,0.1,8,-9
O=C(NC1CC1)c1sc2cc(F)ccc2c1Cl,3,-2,-23,-9,-24,-5,0.5,12,-13
N#C/C(=C\c1ccc(-c2ccc(F)cc2)o1)C(=O)Nc1nc(-c2cccs2)cs1,-14,0,23,-9,-7,-4,0.1,3,-6
CSc1ncccc1C(=O)Nc1cccc(C)n1,-16,2,0,3,-2,-2,0.2,3,-5
COc1ccccc1C(=O)Nc1onc(C)c1C#N,10,0,-2,-1,5,-4,-0.2,0,4
